Screening results from PubChem.
MrgX1 PAM: human MrgX1 positive allosteric modulation, primary screen; MrgX1-HEK293, Fluo-4 calcium flux, FDSS; active compounds read high; B-score at 10 µM; 0.63% of 310,000 active;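 active = plate-corrected calcium response at least 3 library SD above typical, normal starting fluorescence, not activating the receptor alone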;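 note: compound read alongside a low EC10 to EC30 dose of BAM8-22 agonist; peak minus trough fluorescence over baseline measured at the second addition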
Target sequence (Q96LB2 whole entry, looked up): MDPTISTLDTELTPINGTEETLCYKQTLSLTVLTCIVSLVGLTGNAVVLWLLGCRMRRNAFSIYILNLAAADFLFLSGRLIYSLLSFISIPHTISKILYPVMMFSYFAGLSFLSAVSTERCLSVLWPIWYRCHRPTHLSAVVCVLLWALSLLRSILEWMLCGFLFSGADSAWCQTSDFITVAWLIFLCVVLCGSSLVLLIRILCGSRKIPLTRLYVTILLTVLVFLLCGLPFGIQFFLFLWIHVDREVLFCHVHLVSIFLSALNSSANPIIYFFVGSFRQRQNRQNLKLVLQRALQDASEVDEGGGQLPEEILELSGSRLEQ
SKKanGAS inh: SKKanGAS growth inhibition | 1.3% of 300,000 active | AID 1662 | S. pyogenes SKKanGAS, kanamycin growth, BacTiter-Glo, 6 h | inhibition, % at 7.5 µM;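 active = mean replicate score, as percent of positive control median, at least 50; inconclusive = mean below 50 but one replicate at or above 50; inactive = mean and every replicate below 50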;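 note: strain carries kanamycin resistance gene driven by streptokinase promoter and grows in 40 µg/ml kanamycin; loss of luminescence reflects streptokinase promoter inhibition or plain growth inhibition; 0% = median of DMSO wells and 100% = positive control at its reference dose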
MrgX1 antag: antagonists of human MrgX1 receptor. AID 588676. B-score at 10 µM. Q96LB2. 1.3% of 310,000 active. MRGX1-HEK293 calcium flux, Fluo-4, BAM8-22 antagonism; active compounds read low;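 active = calcium-response B-score plate-corrected more than 3 library SD below zero, starting fluorescence within 5 deviations, no agonist response on first addition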;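 note: peak minus trough fluorescence over baseline after final BAM8-22 challenge near maximal dose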
TRPC6 activator: activators of mouse TRPC6 channel | Q61143 | HEK293-TRPC6 membrane potential dye fluorescence; active compounds read high | B-score at 10 µM | 0.13% of 310,000 active | AID 2550;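 active = B-score of the integrated fluorescence ratio above library mean plus 3 SD, and starting fluorescence ratio within library mean plus 5 SD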;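 note: higher score means more depolarization so channel activation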
TMEM16A act: activators or potentiators of mouse TMEM16A chloride channel; Q8BHY3; HEK293 TMEM16A/YFP-H148Q/I152L, iodide quench fluorescence; active compounds read low; B-score at 10 µM; 0.3% of 340,000 active;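 active = fluorescence-ratio B-score plate-corrected deviation score at least 3 library SD below zero, with starting fluorescence score within 5 deviations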;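 note: channel opened by trigger with iodide after compound preincubation; score built on the fluorescence ratio of max minus min over baseline; more negative score means more quench and so TMEM16A activation or potentiation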
TRPC6 inh: inhibitors of mouse TRPC6 channel | HEK293-TRPC6, membrane potential dye, ACh-evoked depolarization; active compounds read low | B-score at 10 µM | 1.1% of 310,000 active | AID 2553;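 active = B-score under library mean minus 3 SD, initial fluorescence not abnormally high, positive integrated signal ratio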;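 note: B-score derived from integrated fluorescence ratio over the kinetic read; more negative B-score means stronger inhibition of depolarization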
RGS4 block: inhibitors of human RGS4; AID 463165; 0.45% of 310,000 active; P49798; HEK293 M3R/RGS4 inducible, Fluo-4 calcium flux; active compounds read high; triggered by carbachol at its EC20; B-score at 10 µM;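 active = B-score, a plate-corrected calcium signal, over three deviations above library mean, with baseline fluorescence within five deviations of library mean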;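 note: RGS4 expression induced by doxycycline in cells with stable M3 receptor; B-score is computed from the integrated fluorescence ratio over baseline after carbachol; higher B-score means a larger calcium signal and so more RGS4 inhibition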
Target sequence (P49798 whole entry, looked up): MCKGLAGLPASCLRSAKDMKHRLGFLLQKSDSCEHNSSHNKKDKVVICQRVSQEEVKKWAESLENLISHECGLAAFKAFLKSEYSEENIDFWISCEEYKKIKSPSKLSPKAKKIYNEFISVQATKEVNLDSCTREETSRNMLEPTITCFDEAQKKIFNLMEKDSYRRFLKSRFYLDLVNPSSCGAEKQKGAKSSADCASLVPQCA
TMEM16A inh: blocks the mouse calcium-activated chloride channel TMEM16A; 1.2% of 310,000 active; normalized B-score (activity score, 25-100; higher = stronger inhibition) at 10 µM; HEK293 TMEM16A/YFP iodide influx fluorescence, ionomycin; AID 588511;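 active = ratio plate-corrected score three or more library SD toward inhibition, starting fluorescence score within five deviations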;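 note: score derived from kinetic fluorescence span divided by baseline fluorescence per well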
MrgX1 ag: activates human MrgX1 receptor signaling; Q96LB2; MrgX1-HEK293 cells, Fluo-4 calcium fluorescence, agonist mode; active compounds read high; B-score at 10 µM; 0.44% of 310,000 active; AID 588627;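 active = calcium response B-score plate-corrected fluorescence ratio at least 3 library SD, with starting fluorescence B-score inside 5 SD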
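times = overnight plating, then 30 min 37 °C plus 30 min room-temperature dye loading | assay system = stable human MrgX1 HEK293 cell line | input = fifteen thousand cells per well | signal = kinetic calcium dye fluorescence, Fluo-4 NW | dosing = compound delivered in addition one of three | read-out = B-scored fluorescence response ratio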
HDAC3 inh: human HDAC3 inhibition; O15379; recombinant HDAC3, fluorogenic peptide/trypsin coupled, fluorescence; inhibition, % at 8.3 µM; 0.15% of 320,000 active; AID 2718; in the data active = inhibition above about 26%, passing the limit was not always enough; inconclusive = no clear call, values can overlap the other calls
Target sequence (O15379 whole entry, looked up): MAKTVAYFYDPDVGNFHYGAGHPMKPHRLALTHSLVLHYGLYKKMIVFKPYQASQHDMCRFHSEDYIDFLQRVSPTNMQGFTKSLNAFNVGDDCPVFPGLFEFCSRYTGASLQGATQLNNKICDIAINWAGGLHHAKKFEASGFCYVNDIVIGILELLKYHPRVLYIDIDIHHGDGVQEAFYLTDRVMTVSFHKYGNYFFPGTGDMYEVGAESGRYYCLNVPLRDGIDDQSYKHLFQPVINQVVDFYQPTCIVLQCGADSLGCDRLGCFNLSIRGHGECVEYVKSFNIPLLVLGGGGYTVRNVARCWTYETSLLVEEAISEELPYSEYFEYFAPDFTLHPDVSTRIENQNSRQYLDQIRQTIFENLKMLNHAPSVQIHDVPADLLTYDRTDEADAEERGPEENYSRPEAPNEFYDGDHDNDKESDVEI
RGS4 act: RGS4 potentiation or activation; HEK293 M3R/inducible RGS4, carbachol calcium flux Fluo4; active compounds read low; B-score at 10 µM; 0.92% of 310,000 active; AID 463111;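 active = B-score of the integrated calcium signal more than 4 SD below the library mean, with starting fluorescence not abnormally high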;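 note: negative B-score means reduced calcium response which marks RGS4 activation or potentiation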
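test system = HEK293 cells with stable M3R and inducible RGS4 | schedule = recording 10 s baseline at 1 Hz, 100 s post-agonist | technique = Fluo4-AM (2 µM) calcium-flux fluorescence, kinetic read | measure = Agonist-evoked peak-minus-minimum fluorescence over baseline, integrated ratio, B score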
* marks the source's active call; other numbers are inactive results; i = inactive; u = inconclusive; x = no result given.

The line under a structure holds: RGS4 act	MrgX1 PAM	RGS4 block	TMEM16A act	MrgX1 antag	MrgX1 ag	TMEM16A inh	HDAC3 inh	SKKanGAS inh	TRPC6 activator	TRPC6 inh
1	Cc1nn(C)cc1C(C)NC(=O)c1cc(COc2ccc(F)c(F)c2)on1 (centres undefined)
 : i	i	i	i	i	i	i	-3.6	-4.6	i	i
2	Nc1cc2nn(-c3ccccc3)nc2cc1Cl
 : i	x	i	i	x	x	x	x	15.7	i	i
3	COC(=O)c1cn(NC(=O)Cc2ccc(Cl)cc2)c(=O)c2ccccc12
 : i	i	i	i	i	i	i	-1.0	1.1	i	i
4	Cc1cc(NC(=O)Cn2nc(C(=O)O)c3ccccc3c2=O)c([N+](=O)[O-])cc1C
 : i	i	i	i	i	i	i	-0.4	0.5	i	i
5	Cc1ccc(C)n1-n1cnc2sc3c(c2c1=O)CCC3
 : i	i	i	i	i	i	i	3.3	4.8	i	i
6	O=C(Cn1cnc2c(cnn2-c2ccc(F)cc2)c1=O)OCc1ccccc1
 : i	i	i	i	i	i	i	-2.5	-6.4	i	i
7	COc1ccc([C@@H]2[C@@H]3C(=O)N(C(C)(C)C)C(=O)[C@@H]3[C@]3(Cc4ccccc4)C(=O)N(c4cccc(Cl)c4)C(=O)N23)cc1
 : i	i	i	i	i	i	i	-0.4	2.0	i	i
8	CCCCn1nc(-c2ccccc2)c2nc3ccccc3nc21
 : i	i	i	x	i	i	i	-5.2	11.5	i	i
9	CCCc1c(C)[nH]c2ccc(NC(C)=O)cc2c1=O
 : i	i	i	i	i	i	i	-2.6	0.9	i	i
10	O=C(C1=NN[C@@H]2C(=O)N(Cc3ccccc3)C(=O)[C@H]12)c1ccc(F)cc1
 : i	i	i	i	i	i	i	4.7	4.4	i	i
11	CC(C)(C)c1ccc(OC(=O)c2cccnc2)cc1
 : i	i	i	i	i	i	i	2.2	-5.0	i	i
12	O=c1c2ccccc2oc2ccc(C#CC3(O)CCCCC3)cc12
 : i	i	i	i	i	i	i	-5.7	6.4	i	i
13	COc1ccc(N(C)C(=O)c2cc3c(s2)-c2ccccc2S(=O)(=O)C3)cc1
 : i	i	i	i	i	i	i	5.0	3.1	i	i
14	COc1ccc(C)cc1NC(=O)C(Sc1nnc(Nc2ccccc2F)s1)c1ccccc1 (centres undefined)
 : i	i	i	i	i	i	i	4.2	16.1	i	i
15	CSc1ccccc1NC(=O)c1cccc(S(=O)(=O)N2CCN(C)CC2)c1
 : i	i	i	i	i	i	i	-2.5	-0.7	i	i
16	Cc1cc[n+](-c2[nH]c(=O)sc2/C=N/N=C(\[O-])c2ccncc2)cc1
 : i	i	i	i	i	i	i	-7.9	2.5	i	i
17	CCCn1nnc(NC(=O)COc2ccc(CC)cc2)n1
 : i	i	i	i	i	i	i	1.6	-14.8	i	i
18	O=C1CCCCC(=O)c2ccccc2N1
 : i	i	i	i	i	i	i	-5.1	-1.9	i	i
19	Cc1cccc(Nc2ccncc2S(N)(=O)=O)c1
 : i	i	i	i	i	i	i	-2.1	-5.8	i	i
20	Cc1cc(C)c(S(=O)(=O)N2CCOC2CNC(=O)C(=O)NCc2cccnc2)c(C)c1 (centres undefined)
 : i	i	i	i	i	i	i	-0.3	1.9	i	i
21	COC(=O)c1ccc(C)c(-n2c(=O)n(Cc3ccccc3)c(=O)c3[nH]cnc32)c1
 : i	i	i	i	i	i	i	4.5	-2.0	i	i
22	OCc1nc2ccccc2n1CC(O)COc1ccccc1 (centres undefined)
 : i	i	i	i	i	i	i	-0.2	4.2	i	i
23	O=[N+]([O-])c1ccc2[nH]c(O)c(N=NC(=S)NCC3CCCO3)c2c1 (centres undefined)
 : i	i	i	i	i	i	i	x	-0.1	i	i
24	CCOC(=O)N1CCN(C(=O)COc2cccc3c2CCN(Cc2ccc(F)cc2)C3=O)CC1
 : i	i	i	i	i	i	i	-0.1	-0.2	i	i
25	Cc1cccc(CN2CCC(Oc3ccc(C(=O)N4CCCCC4)cc3)CC2)c1
 : i	i	i	i	i	i	i	1.2	-10.1	i	i
26	COC(=O)c1[nH]c2cccc(OC)c2c1NC(=O)CN1CCOCC1
 : i	i	i	i	i	i	i	-7.4	0.0	i	i
27	O=C(NC1CC2CCC(C1)N2C(=O)NCc1ccccc1)NC12CC3CC(CC(C3)C1)C2 (centres undefined)
 : i	i	i	i	i	i	i	-4.6	2.4	i	i
28	O=C(CN1CCSc2ccccc21)NCCCc1ccccc1
 : i	i	i	i	i	i	i	3.4	x	i	i
29	CSc1sc(C(=O)NC(=O)NCc2ccncc2)c(C)c1-c1ccon1
 : i	i	i	i	i	i	i	9.6	0.0	i	i
30	c1ccc(N2CCN(c3nc(-c4ccccn4)nc4ccccc34)CC2)cc1
 : i	i	i	i	i	i	i	u	100.0*	i	-5.62*
31	NS(=O)(=O)c1ccc(CCNC(=O)CSc2nc3ccsc3c(=O)n2CCCCC(=O)O)cc1
 : i	i	i	i	i	i	i	2.2	-10.8	i	i
32	Cc1ccc(Cn2c(=N)n(CC(=O)c3ccccc3)c3ccccc32)cc1
 : i	i	5.35*	i	i	i	25*	-0.4	11.5	i	i
33	COc1ccc(NC(=O)c2sc3nc(C)nc(N4CCN(c5ccccn5)CC4)c3c2C)cc1Cl
 : i	i	i	i	i	i	i	2.8	0.8	i	i
34	COc1ccc(-n2c(Cc3cccn3C)nnc2SCC(=O)Nc2cccc(F)c2)cc1
 : i	i	i	i	i	i	i	-2.9	0.7	i	i
35	CCOC(=O)N1CCN(S(=O)(=O)c2ccc(C)cc2)C1
 : i	i	i	i	i	i	i	6.1	5.2	i	i
36	CCC(C)(C)NC(=O)C(c1ccccc1)N(Cc1cccs1)C(=O)Cn1nnc2ccccc21 (centres undefined)
 : i	i	i	i	i	i	i	0.4	4.0	14.9*	i
37	CCCCN(C)C(=O)c1nc2ccccn2c1CNCCCn1nnc2ccccc21
 : i	i	i	i	i	i	i	-10.4	0.6	i	i
38	Cc1cc(C)c(NS(=O)(=O)c2ccc(NC(=O)/C=C/C(=O)O)cc2)c(C)c1
 : i	i	i	x	i	i	i	3.3	2.2	i	i
39	CC(c1ccc(Cl)cc1)n1c(-c2ccc3ccccc3n2)n[nH]c1=S (centres undefined)
 : i	i	i	i	i	i	i	2.5	-5.6	i	i
40	C=C(C)C1CC=C(CN2CCC(O)CC2)CC1 (centres undefined)
 : i	i	i	i	i	i	i	-3.2	1.0	i	i
41	CCc1cccc2c(C(=O)CSc3nncn3C)c[nH]c12
 : i	i	i	i	i	i	i	-3.5	-4.1	i	i
42	CCCOC(=O)c1ccc(Cl)c(NC(=O)c2ccc(-c3ccccc3)cc2)c1
 : i	i	i	i	i	i	i	3.6	9.8	i	i
43	CN(C)/C=N/C(=S)Nc1ccc(F)cc1
 : i	i	i	i	i	i	i	7.3	-3.2	i	i
44	N#C/C(=C/c1ccco1)c1nc2ccccc2s1
 : i	i	i	i	i	i	i	6.7	-3.2	i	i
45	C=CCOC(=O)C1=C(C)N=c2s/c(=C3\C(=O)N(CC(=O)O)c4ccccc43)c(=O)n2C1c1ccc(OC)cc1 (centres undefined)
 : i	i	i	i	i	i	i	18.6	-8.7	i	i
46	OC(COc1ccccc1)Cn1c2ccccc2c2ccccc21 (centres undefined)
 : i	i	i	i	i	i	i	10.9	8.2	i	i
47	O=C(CN(c1ccccc1)S(=O)(=O)c1ccccc1)NCCSc1ccccn1
 : i	i	i	i	i	i	i	-2.8	-3.5	i	i
48	CC(C)Cn1c(CN(C)Cc2ccccc2)nc2c1c(=O)n(C)c(=O)n2C
 : i	i	i	i	i	i	i	x	-2.3	i	i
49	O=C(Cc1cccc2ccccc12)Nc1ccc2c(c1)C(=O)NC2=O
 : i	i	i	i	i	i	i	0.4	1.8	i	i
50	COc1ccccc1CNC(=O)CN1C(=O)CSc2ccc(S(=O)(=O)N3CCCC3)cc21
 : i	i	i	i	i	i	i	3.2	3.3	i	i
51	Cc1nc2ccc(S(=O)(=O)NCC(=O)N3CCCC(C)C3)cc2s1 (centres undefined)
 : i	i	i	i	i	i	i	-1.6	1.3	i	i
52	O=C(NCc1ccccn1)Nc1ccc(Br)cc1
 : i	i	i	i	i	i	i	0.4	-0.1	i	i
53	Cc1cc(C(=O)NC2CCCCC2)c(C)o1
 : i	i	i	i	i	i	i	-1.4	-24.0	i	i
54	COc1ccc(NC(=O)/C(C#N)=C/c2ccc(Br)o2)cc1
 : i	i	i	i	i	i	i	5.5	-8.2	i	i
55	CCC(Sc1nc2ccccc2c(=O)[nH]1)C(=O)O (centres undefined)
 : i	i	i	i	i	i	i	1.6	-8.6	i	i
56	Cn1c(N2CCN(C(=O)NCc3ccccc3)CC2)nc2ccccc21
 : i	i	i	i	i	i	i	13.4	-2.2	i	i
57	CCCCCCOc1ccc(N2C(=O)CC(SC(=NCC)NCC)C2=O)cc1 (centres undefined)
 : i	i	i	i	i	i	i	6.8	1.6	i	i
58	CCn1cc(-c2cc(C(=O)O)c3ccccc3n2)cn1
 : i	i	i	i	i	i	i	-25.3	11.4	i	i
59	O=C(/C=C/c1ccc2c(c1)OCO2)c1ccco1
 : i	i	i	i	i	i	i	8.1	-1.3	i	i
60	CNC(=S)N(CCc1c(C)[nH]c2ccccc12)Cc1cc(OC)c(OC)c(OC)c1
 : i	i	i	i	i	i	i	-2.6	-0.7	i	i

Following part:
The line under a structure holds: RGS4 act	MrgX1 PAM	RGS4 block	TMEM16A act	MrgX1 antag	MrgX1 ag	TMEM16A inh	HDAC3 inh	SKKanGAS inh	TRPC6 activator	TRPC6 inh
61	Cc1cc2cc(C)c(NCCNC(=O)c3ccccc3)nc2cc1C
 : i	i	i	i	i	i	i	-2.8	-12.9	i	i
62	Cc1cc(C(=O)CCC(=O)NCc2ccccc2F)c(C)s1
 : i	i	i	i	i	i	i	-2.2	9.6	i	i
63	CC(C)(C)OC(=O)N[C@@H](Cc1ccccc1)C(=O)N1CCC(C(=O)O)CC1
 : i	i	i	i	i	i	i	-0.9	1.3	i	i
64	N#CC1=C(SCc2ccccc2)NC2=C(C(=O)CCC2)C1c1ccc2c(c1)OCO2 (centres undefined)
 : i	i	i	i	i	i	i	10.2	0.5	i	i
